FBW7 activator = activators of human E3 ligase FBW7; normalized activity (activation), % at 26.1 µM; Q969H0; AID 1259310; AlphaScreen FBW7–phospho-cyclin E peptide binding, activator screen; actives 0.13% (n = 650,000); in the data active = normalized activity above about 1.9%;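 note: purified mutant Fbw7 with reduced substrate affinity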
MITF inh = blocks human microphthalmia-associated transcription factor. AID 1259374. inhibition, % at 2.6 µM. actives 0.91% (n = 650,000). AlphaScreen MITF homodimerization, bead proximity signal; in the data active = inhibition above about 50%;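 note: 0% = vehicle wells with protein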
Target sequence (O75030 whole entry, looked up): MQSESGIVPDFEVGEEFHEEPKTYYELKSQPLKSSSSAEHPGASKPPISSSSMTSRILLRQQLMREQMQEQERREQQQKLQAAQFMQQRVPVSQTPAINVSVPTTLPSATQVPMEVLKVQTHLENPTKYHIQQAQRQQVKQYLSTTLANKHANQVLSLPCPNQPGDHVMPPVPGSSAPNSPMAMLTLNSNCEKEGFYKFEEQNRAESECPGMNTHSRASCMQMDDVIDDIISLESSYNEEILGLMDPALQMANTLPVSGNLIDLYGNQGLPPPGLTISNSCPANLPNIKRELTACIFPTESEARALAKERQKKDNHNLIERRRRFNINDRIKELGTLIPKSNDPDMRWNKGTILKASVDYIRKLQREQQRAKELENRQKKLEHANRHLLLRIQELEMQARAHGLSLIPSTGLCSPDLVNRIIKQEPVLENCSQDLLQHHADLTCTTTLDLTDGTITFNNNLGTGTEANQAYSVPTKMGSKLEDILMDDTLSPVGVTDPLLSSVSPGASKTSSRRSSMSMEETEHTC
GPR151 activ = human GPR151 activation; Q8TDV0; PathHunter beta-arrestin GPR151 cells, luminescence; activation, % at 11.2 µM; actives 1% (n = 650,000); in the data active = activation above about 4.9%;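 note: 0% = median of compound wells and 100% = cells with positive control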
Target sequence (Q8TDV0 whole entry, looked up): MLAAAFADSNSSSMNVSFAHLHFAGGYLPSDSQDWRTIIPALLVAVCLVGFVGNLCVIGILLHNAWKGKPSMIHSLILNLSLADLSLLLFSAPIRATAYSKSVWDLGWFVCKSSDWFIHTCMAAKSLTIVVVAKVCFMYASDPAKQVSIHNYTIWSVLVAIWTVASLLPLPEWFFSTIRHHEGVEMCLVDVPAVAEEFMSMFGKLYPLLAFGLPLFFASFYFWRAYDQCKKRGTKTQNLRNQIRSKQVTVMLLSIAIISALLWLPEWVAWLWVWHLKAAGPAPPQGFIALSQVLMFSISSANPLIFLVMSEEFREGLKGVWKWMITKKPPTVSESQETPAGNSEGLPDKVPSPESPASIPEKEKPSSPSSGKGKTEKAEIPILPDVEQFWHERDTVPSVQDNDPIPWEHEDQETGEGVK
TEAD-YAP block = TEAD-YAP interaction inhibition. HEK-TIYL cells, TEAD-Gal4/YAP UAS-luciferase luminescence. inhibition, % at 9.12 µM. actives 1.4% (n = 640,000). AID 1259422; in the data active = inhibition above about 32%;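 note: 0% = median of test compound wells and 100% = reference inhibitor wells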
* hit, by the source's call.

SMILES	FBW7 activator	MITF inh	GPR151 activ	TEAD-YAP block
CCCC(=O)Nc1cc(C)c(NC(=O)c2cc(OC)c(OC)c(OC)c2)cn1	0.1	6	0.0	6
COc1ccc(CCNc2ccncn2)cc1	-0.1	18	0.4	-4
O=S(=O)(c1ccc(F)cc1)N1CCC(N2CCCCCC2)CC1	0.1	38	2.0	6
O=S(=O)(c1ccc(-c2csc(=Nc3ccccc3)n2CCCO)cc1)N1CCOCC1	0.0	2	0.3	4
CSc1ccc(S(=O)(=O)Nc2ccc(S(=O)(=O)N3CCCC3)cc2)cc1	0.4	14	1.1	7
COc1ccccc1NC(=O)CSc1nc2c(c(=O)n1C)SC(C)C2 (centres undefined)	0.5	7	-0.9	-6
C[C@@H](Cn1nnc2ccccc21)NC(=O)c1cnccn1	0.0	11	-0.3	-5
O=C(CCc1ccccc1)OCC(=O)c1ccc(Br)cc1	0.0	4	-0.3	4
CC(=O)Nc1c(Br)cc(N2C(=O)CCC2=O)cc1Br	0.1	-6	0.3	6
COc1ccccc1N1CCN(C(=O)/C=C/c2ccc3c(c2)OCO3)CC1	0.6	2	0.7	5
Cc1cc(Nc2ccc3c(c2)OCCO3)c2cc(Cl)ccc2n1	0.4	22	0.3	4
c1cn2cc(CSC3CCCC3)nc2s1	0.1	1	0.1	-43
COc1cc(Nc2ncc(C(=O)NCCN(C(C)C)C(C)C)s2)cc(OC)c1OC	-0.1	-4	1.6	-17
C=CCOC(=O)COc1ccc2c(C)c(C)c(=O)oc2c1C	0.1	3	-1.6	-4
CCOCCCNC(=O)CN(c1cc([N+](=O)[O-])ccc1OC)S(C)(=O)=O	-0.1	-7	-1.2	-8
COc1ccc(/C=N/NC(=O)Cc2cc(=O)[nH][nH]2)c(OC)c1	0.1	10	1.7	5
N/C(=N\OC(=O)C1CCCCC1)c1ccc(I)cc1	0.0	-4	1.0	4
CCOC(=O)c1c(NC(=O)c2cccs2)sc(C(=O)Nc2cccc(OC)c2)c1C	0.1	4	-0.5	1
CCOC(=O)c1c(C)oc2ccc(OCc3ccccc3C)cc12	-0.3	3	-0.7	-15
Cc1cccc(C(=O)Nc2c(Cl)cc(Cl)cc2C(=O)Nc2cccc(C(F)(F)F)c2)c1	1.0	12	-0.9	9
CCc1nnc(SCC(=O)N2c3ccc(F)cc3CCC2C)n1C (centres undefined)	0.1	9	-0.1	2
O=C(CSCc1ccccc1)Nc1cccc(F)c1	0.2	14	-1.2	-68
CNc1ccc2c3c(cccc13)C(=O)N(C)C2=O	0.4	-8	-0.6	1
Fc1ccccc1C1C=C(c2ccccc2)Nc2ncnn21 (centres undefined)	0.1	11	0.6	3
COc1ccc2[nH]c(=O)c(CN(CCCN(C)C)C(=O)Nc3ccc(F)cc3)cc2c1	0.2	8	-0.7	8
COc1ccc(NC(=O)CCSc2nnc(C)s2)cc1	0.1	6	1.2	1
COCCn1c(CCC(=O)NCCc2ccc(OC)cc2OC)nc2cccnc21	0.0	1	-0.2	-11
COCCCNCc1c(C(=O)O)n(Cc2ccccc2C)c2ccccc12	-0.3	-1	0.6	6
C[C@@]12C=Cc3occc3[C@H]1CC[C@@]13C[C@@H](CC[C@H]12)[C@@](O)(CO)C3	0.5	15	-1.6	-10
O=C1CSC(c2ccccc2C(F)(F)F)N1c1ccccc1 (centres undefined)	0.5	-5	0.6	-6
COC(=O)CSC1=C(C#N)C(c2cccc(Cl)c2)CC(=O)N1 (centres undefined)	0.0	-3	-0.4	57*
COC(=O)C1=C(C)N=c2s/c(=C\c3cn(-c4ccccc4)nc3-c3ccc(Cl)cc3)c(=O)n2C1c1ccccc1 (centres undefined)	-0.1	-1	-0.1	1
CSc1cccc(NC(=O)C(C)NS(=O)(=O)c2ccccc2)c1 (centres undefined)	0.6	5	1.4	10
COCCN(C(=O)CCc1nnc(Cc2cccc(C)c2)o1)C(C)C	0.0	10	0.3	-27
CC(=O)Nc1ccc(NC(=O)CN(c2ccccc2Br)S(C)(=O)=O)cc1	0.1	-8	1.9	-2
O=C(C1CCCCN1S(=O)(=O)c1ccc(F)cc1)N1CCN(c2ccccc2F)CC1 (centres undefined)	0.1	10	0.5	0
O=C(CN1C(=O)NC(c2ccccc2)(c2ccccc2)C1=O)c1ccc(F)c(F)c1	0.0	-3	-1.1	2
O=C(NNC(=O)c1cccc(Br)c1)c1ccc(Cl)cc1	0.0	11	0.1	-13
CCN(CC)C(=O)C1CCCN(c2cc(NC3CCN(Cc4ccccc4)CC3)ncn2)C1 (centres undefined)	-0.1	8	1.7	3
CS(=O)(=O)c1ccc2nc(NC(=O)c3cc(=O)c4ccccc4o3)sc2c1	0.1	10	-1.0	9
Cc1cc(=O)oc2cc(OCC(=O)Oc3ccccc3)ccc12	0.1	9	0.0	4
CC(=O)NC1=NN(C(C)=O)C(C)(CCS(=O)(=O)c2ccc(C)cc2)S1 (centres undefined)	0.2	-11	-1.1	-4
CCN1CCC(N(Cc2cccc(OC)c2)C(=O)Nc2ccc3c(c2)OCCO3)CC1	-0.1	-5	0.9	-56
Cc1ccc(O)c(NC(=O)c2cc3ccccn3n2)c1	0.6	14	-1.9	-8
Clc1c(CSc2nnnn2-c2ccccc2)nc2ncccn12	0.2	-5	0.0	-6
COc1ccc(C(=O)Nn2c(C3CCCCC3)nc3ccccc3c2=O)cc1Br	1.4	18	0.0	-16
Cc1cc2nc(-c3ccc(NC(=O)c4cccnc4)cc3)oc2cc1C	-0.1	-23	-0.7	-23
Cc1onc(-c2c(Cl)cccc2Cl)c1C(=O)Nc1ccc(S(=O)(=O)N2CCOCC2)cc1	-0.3	-3	2.4	6

Full records, looked up by structure:
CSc1ccc(S(=O)(=O)Nc2ccc(S(=O)(=O)N3CCCC3)cc2)cc1 is entered as FBW7 activator = 0.4; MITF inh = 14; GPR151 activ = 1.1; TEAD-YAP block = 7
O=S(=O)(c1ccc(-c2csc(=Nc3ccccc3)n2CCCO)cc1)N1CCOCC1 is entered as FBW7 activator = 0.0; MITF inh = 2; GPR151 activ = 0.3; TEAD-YAP block = 4
Clc1c(CSc2nnnn2-c2ccccc2)nc2ncccn12 is entered as FBW7 activator = 0.2; MITF inh = -5; GPR151 activ = 0.0; TEAD-YAP block = -6

Other entries follow:
SMILES	FBW7 activator	MITF inh	GPR151 activ	TEAD-YAP block
O=C(O)c1ccc(CNCc2ccccc2Cl)cc1	0.1	-9	-5.4	-9
Cc1ccccc1Nc1nc(N2CC(C)CC(C)C2)nc2c1cnn2C (centres undefined)	-0.1	-11	1.6	-9
CCOc1ccc(CCNC(=O)c2cc3c(C)nccc3[nH]c2=O)cc1OCC	0.0	-4	-1.3	18
CCCCNC(=S)NC(=O)c1ccccc1	0.0	-25	2.3	-30
Cc1cc(C)cc(NC(=O)CC(C)CC2=NS(=O)(=O)c3ccccc3N2)c1 (centres undefined)	0.2	9	0.1	7
CS(=O)(=O)N(Cc1ccccc1Cl)c1ccc(C(=O)N2CCOCC2)cc1	-0.1	0	-1.6	-8
CN(Cc1ccccc1)S(=O)(=O)c1ccc(NC(=O)CC(C)(C)C)cc1	-0.1	-2	0.2	6
c1ccc(COc2cccc(CN3CCc4nncn4CC3)c2)cc1	-0.1	5	1.3	3
O=C(c1ccc(S(=O)(=O)c2ccc(F)cc2)c([N+](=O)[O-])c1)N1CCN(Cc2ccccc2)CC1	0.4	2	-0.5	21
Nc1nc(C23CC4CC(CC(C4)C2)C3)cs1	-0.1	4	-0.2	1
Cc1ccc(S(=O)(=O)N(CC(=O)N2CCCC2)C2CCCCC2)cc1	-0.2	-10	1.7	0
CCn1c2ccccc2c2nnc(SCC(=O)Nc3ccccc3C#N)nc21	0.1	10	1.3	-1
CN(C)Cc1c(C(=O)N/N=C/c2cc(F)ccc2F)nnn1-c1nonc1N	0.0	15	1.3	-2
CCN1CCCC1CNC(=O)Cn1nc(C)n2cccc2c1=O (centres undefined)	-0.4	1	1.8	6
Cc1onc(-c2c(Cl)cccc2Cl)c1C(=O)Nc1sc(C)c(C)c1C(N)=O	-0.1	10	1.3	8
N#C/C(=C1\C(=O)Nc2c(Cl)cc(Cl)cc21)c1nccs1	0.1	9	-0.4	-1
CCCCN(CC)C(=O)/C=C/c1cccc([N+](=O)[O-])c1	0.1	0	-0.4	-5
COc1cc2nc(/C(C#N)=C/c3ccc(N(C)C)cc3)[nH]c(=O)c2cc1OC	0.0	11	1.6	3
N#Cc1c(NC(=O)/C=C/c2ccc([N+](=O)[O-])s2)sc2c1CCC2	0.3	3	-0.2	9
CCc1c(C)sc2nc(C(C)C)n3c(=O)n(Cc4ccccn4)nc3c12	-0.1	1	1.9	9
O=C(CSc1nc(-c2ccccc2)c(-c2ccccc2)o1)N1CCOCC1	0.2	5	-1.6	4
O=C(O)CN1C(=O)/C(=C\C=C\c2ccccc2[N+](=O)[O-])SC1=S	-0.2	5	1.5	6
COC(=O)c1cc2sccc2n1Cc1cn2ccccc2n1	0.1	6	0.4	-11
O=C(Nc1ccnn1C1CCN(Cc2nc(-c3ccccc3)cs2)CC1)C1CC1	0.2	-5	2.2	-25

By substructure: the compounds so far with a CF3 group
SMILES	FBW7 activator	MITF inh	GPR151 activ	TEAD-YAP block
Cc1cccc(C(=O)Nc2c(Cl)cc(Cl)cc2C(=O)Nc2cccc(C(F)(F)F)c2)c1	1.0	12	-0.9	9
O=C1CSC(c2ccccc2C(F)(F)F)N1c1ccccc1 (centres undefined)	0.5	-5	0.6	-6

Some of the entries above, set out differently:
Compound | FBW7 activator | MITF inh | GPR151 activ | TEAD-YAP block
O=C(CSc1nc(-c2ccccc2)c(-c2ccccc2)o1)N1CCOCC1 | 0.2 | 5 | -1.6 | 4
COC(=O)c1cc2sccc2n1Cc1cn2ccccc2n1 | 0.1 | 6 | 0.4 | -11

Returning to the listing; the 2 compounds before the break are reprinted first.
SMILES	FBW7 activator	MITF inh	GPR151 activ	TEAD-YAP block
COC(=O)c1cc2sccc2n1Cc1cn2ccccc2n1	0.1	6	0.4	-11
O=C(Nc1ccnn1C1CCN(Cc2nc(-c3ccccc3)cs2)CC1)C1CC1	0.2	-5	2.2	-25
O=C(NCCCn1ccnc1)c1ccco1	-0.2	1	-1.6	-3
CCOC(=O)N1CCN(S(=O)(=O)c2ccc(C(=O)Nc3sc4c(c3C(=O)OC)CCN(C(C)C)C4)cc2)CC1	0.4	18	-0.2	3
Cn1c(-c2ccc3c(c2)OCO3)cnc1NC(=O)CCC(=O)NCCc1ccccc1	-0.2	-2	1.6	-11
CC1=NN(c2ccc3cccc(O)c3n2)C(=O)C1	-0.1	90*	2.0	7
COc1cc(C(=O)Nc2cc(C(=O)NCC(C)C)ccc2N2CC3CC(C2)c2cccc(=O)n2C3)cc(OC)c1OC (centres undefined)	-0.1	13	-0.2	-1
CCOc1ccc(N2CC(C(=O)NC3=NCCS3)CC2=O)cc1 (centres undefined)	0.1	-2	1.2	8
Oc1ccc(Nc2nccn3c(-c4ccccc4F)cnc23)cc1	0.8	10	-1.5	83*
CCOC(=O)c1ccc(NCc2ccc(OC)cc2)c([N+](=O)[O-])c1	-0.1	8	-0.3	-1
CCC(C)NC(=O)CN(C1CCCCC1)S(C)(=O)=O (centres undefined)	-0.2	2	0.5	-1
COc1cc(OC)c(OC)cc1/C=N/Nc1nn[nH]n1	-0.3	-1	-0.7	7
CCOc1ccc(C(=O)Nc2ccc3oc(-c4ccc(Cl)c(Cl)c4)nc3c2)cc1	-0.1	-6	-0.4	-3
O=C1c2cccc([N+](=O)[O-])c2C(=O)N1c1ccc(Oc2ccc3ccccc3c2)cc1	0.1	1	-0.4	14
O=C(/C=C/c1ccc(F)cc1)N1CCCCCC1	0.0	-8	1.0	-33
Cc1ccc(C(=O)NCc2ccco2)c(Cl)c1	0.1	-4	8.7*	-21
COc1ccc(-c2noc(-c3ccc(C(C)(C)C)cc3)n2)cc1OC	0.1	-2	-0.3	12
CSCCC(C(=O)O)n1c(-c2ccc3ccccc3n2)n[nH]c1=S (centres undefined)	0.6	24	-0.5	6
C/C(=N\NC(=O)c1cc(-c2ccc(C)cc2)n[nH]1)c1ccc(N)cc1	0.1	19	-1.1	0
CCCC1COC(Cn2cncn2)(c2ccc(Br)cc2)O1 (centres undefined)	-0.2	-2	-1.8	4
CCOc1ccc(-c2csc(NC(=O)c3ccc(S(=O)(=O)N4CC(C)OC(C)C4)cc3)n2)cc1 (centres undefined)	0.2	3	0.2	-4
O=C1CSC(c2cccc(C(F)(F)F)c2)N1c1cccc(Cl)c1 (centres undefined)	-0.2	-15	-1.4	-9
COCCN(C1CCN(CCc2ccc(OC)cc2)CC1)S(=O)(=O)c1cccs1	-0.1	14	0.7	8
CC[C@@H](Cn1nc(-c2cccs2)ccc1=O)NC(=O)c1cccs1	-0.1	5	2.0	0
O=c1[nH]n(-c2cccc(Cl)c2)c(O)c1/C=C1\C=NN=C1c1ccc(F)cc1	0.1	12	1.0	14
O=C(c1cccs1)N1CCN(Cc2ccc(F)cc2)CC1	-0.1	39	0.7	-5
Fc1ccccc1N1CCN(Cc2nnc(-c3cccc(Br)c3)o2)CC1	-0.1	-1	-0.3	1
O=C(Nc1ccncc1)c1cc(-c2ccccn2)nc2ccc(Br)cc12	0.0	13	0.2	2
Nc1c(C(=O)Nc2ccc(F)cc2)nnn1-c1ccccc1	0.1	-16	-2.6	-28
COc1cccc(NC(=O)COC(=O)CCC(=O)Nc2sc3c(c2C(N)=O)CCC3)c1	0.0	12	-2.1	-3
CC1CCN(c2cc(Cl)c3nonc3c2[N+](=O)[O-])CC1	0.2	3	-3.4	5
O=C(NCCCn1ccnc1)c1ncoc1-c1ccccc1C(F)(F)F	-0.1	-6	-1.1	-9

From PubChem BioAssay
